From PubChem
procasp7 counter: procaspase-7 activators, primary screen, counter-screen for procaspase-3 activator project, biochemical, absorbance, HTS, human; Caspase-7 (Homo sapiens), P55210; recombinant procaspase-7, Ac-DEVD-pNA absorbance 405 nm; D23A/D198A/D206A triple mutant, cannot self-cleave; scale: DMSO 0, 5 µM enzyme 100; activation, % at 8.5 µM; 330,000 tested, 0.093% active;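 active means percent activation above the screen-wide mean plus 3 SD, cut at about 25% in these data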
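Test system: Procaspase-7 triple mutant (PC-7 D3A). Also added: Ac-DEVD-pNA substrate, 400 µM as added. Schedule: 1 h enzyme–compound preincubation and 2 h substrate reaction, both 25 °C. Signal: p-Nitroaniline absorbance at 405 nm, read at 0 and 120 min. Control set: low DMSO alone, high DMSO plus 5 µM PC-7.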
GASC-1 inh: inhibitors of GASC-1 histone demethylase, primary screen, biochemical, fluorescence, DELFIA europium; Lysine-specific demethylase 4C (Homo sapiens), Q9H3R0; GST-JMJD2C(1-420) H3K9me3 demethylation; inhibition, % at 2.35 µM; 330,000 tested, 0.069% active; AID 2099, 2009;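 active means more than half of a compound's replicate wells show inhibition beyond 50%, single wells judged on their own value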;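 further: signal counts dimethyl H3K9 product captured on neutravidin plate; 0% = median of DMSO wells and 100% = 0.3 times that DMSO median; strong numbers were not always called active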
TPT1 inhibitor: Candida albicans TPT1 enzyme inhibitors, primary screen, biochemical, fluorescence polarization; tRNA 2'-phosphotransferase TPT1 (Candida albicans SC5314); recombinant caTPT1, FP RNA substrate dephosphorylation; inhibition, % at 5 µM; 300,000 tested, 0.81% active;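 active means inhibition above the mean of all tested compounds plus 3 SD, set per screening campaign, cut at about 24% in these data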;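 further: plate controls were DMSO alone for no effect and ferristatin control at 100 nM for full effect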
PP1 inh: PP1-alpha phosphatase inhibitors, primary screen, counter-screen for PP5 inhibitor project, biochemical, fluorescence, OMFP substrate, single point; Serine/threonine-protein phosphatase PP1-alpha catalytic subunit (Homo sapiens), P62136; purified PP1alpha; inhibition, % at 6.7 µM; 320,000 tested, 0.9% active;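 active means inhibition above the mean inhibition of all tested compounds plus 3 SD, computed separately for each screening campaign, cut at about 15% in these data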
Target sequence (P62136 whole entry, looked up): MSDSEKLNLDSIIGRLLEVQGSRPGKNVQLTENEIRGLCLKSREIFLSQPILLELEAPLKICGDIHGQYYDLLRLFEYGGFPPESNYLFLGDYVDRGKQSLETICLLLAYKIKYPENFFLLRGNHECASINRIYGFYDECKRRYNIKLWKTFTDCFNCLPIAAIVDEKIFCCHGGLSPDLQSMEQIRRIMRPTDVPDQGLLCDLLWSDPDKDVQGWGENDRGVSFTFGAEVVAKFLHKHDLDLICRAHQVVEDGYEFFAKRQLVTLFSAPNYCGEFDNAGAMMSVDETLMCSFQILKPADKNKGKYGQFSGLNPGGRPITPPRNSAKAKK
PP5 primary: PP5 phosphatase inhibitors, primary screen, biochemical, fluorescence. inhibition, % at 6.7 µM. AID 1987, 2009. Serine/threonine-protein phosphatase 5 (Homo sapiens), P53041. 320,000 tested, 0.18% active. purified PP5c, OMFP substrate fluorescence;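 active means inhibition above the campaign's mean inhibition across all tested compounds plus 3 SD, cut at about 9.5% in these data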;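 further: 0% = DMSO only and 100% = 100 µM cantharidin control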
Target sequence (P53041 whole entry, looked up): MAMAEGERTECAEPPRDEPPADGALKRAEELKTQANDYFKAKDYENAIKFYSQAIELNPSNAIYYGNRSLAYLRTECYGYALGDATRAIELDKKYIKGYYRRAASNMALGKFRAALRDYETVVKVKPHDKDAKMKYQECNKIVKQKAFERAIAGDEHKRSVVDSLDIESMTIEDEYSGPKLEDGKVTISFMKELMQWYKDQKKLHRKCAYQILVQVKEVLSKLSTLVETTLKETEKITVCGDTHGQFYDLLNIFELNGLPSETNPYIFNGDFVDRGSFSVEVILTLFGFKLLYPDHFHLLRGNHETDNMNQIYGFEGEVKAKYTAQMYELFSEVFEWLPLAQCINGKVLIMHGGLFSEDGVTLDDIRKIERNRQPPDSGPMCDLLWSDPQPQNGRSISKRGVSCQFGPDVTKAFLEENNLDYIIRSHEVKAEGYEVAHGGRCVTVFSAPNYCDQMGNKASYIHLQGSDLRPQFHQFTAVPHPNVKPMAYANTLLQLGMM
CTSL1 counter: Fasciola hepatica cathepsin L1 inhibitors, primary screen, counter-screen for PFM18AAP inhibitor project, biochemical, QFRET, fluorogenic peptide substrate; recombinant F. hepatica cathepsin L1, Z-Leu-Arg-MCA fluorescence; inhibition, % at 5.96 µM; 300,000 tested, 0.49% active; AID 1906, 2009;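 active means inhibition above the mean of all tested compounds plus 3 SD, set per screening campaign, cut at about 17% in these data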;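 further: 0% = plate median of test compound wells and 100% = 1 µM Z-Phe-Ala-diazomethylketone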
proCasp3 act: activators of human procaspase-3 D3A mutant, primary screen, biochemical, absorbance, PC-3 D3A mutant, single concentration; Caspase-3 (Homo sapiens), P42574; recombinant procaspase-3 D3A, Ac-DEVD-pNA absorbance 405 nm; activation, % at 8.5 µM; 330,000 tested, 0.11% active; AID 463141, 2010;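 active means activation above the mean of all tested compounds plus 3 SD, cut at about 21% in these data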;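 further: 0% = DMSO alone and 100% = DMSO wells spiked with extra 5 µM PC-3 D3A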
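Assay system: Procaspase-3 D3A mutant, all three cleavage aspartates alanine. Buffer or medium: Zinc-free HEPES saline buffer with Triton X-100. Times: 1 h compound preincubation, 2 h substrate hydrolysis at 25 °C. Measured by: 405 nm absorbance of p-nitroaniline, reads at 0 and 120 min. Read-out basis: percent activation relative to control range. Replicates: singlicate.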
core dimer inh: inhibitors of HCV core protein dimerization, primary screen, biochemical, TR-FRET, high-throughput; TR-FRET GST/Flag-core106 dimerization, 1536-well; inhibition, % at 5 µM; 300,000 tested, 0.33% active; AID 1899, 2009;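 active means inhibition above the mean of all tested compounds plus 3 SD, set per screening campaign, cut at about 45% in these data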
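System – GST-tagged and Flag-tagged HCV core protein residues 1-106 · Repeats – one well for each compound · Technique – TR-FRET 671 and 617 nm emission · Doses – one concentration, 5 µM, in 0.5% DMSO · Times – 4 h, 22.5 °C incubation · Also added – Eu donor and XL665 acceptor anti-tag antibodies · Measure – percent inhibition of core106 dimerization signal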
Efflux pump mplx: inhibitors of Candida efflux pumps in yeast, primary screen, S. cerevisiae, Nile Red, multiplex; S. cerevisiae Candida pump triplex; inhibition, % at 10 µM; 330,000 tested, 0.44% active;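 active means plate passing quality check with inhibition over a set limit, or well fluorescence over plate mean plus 4 SD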;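 further: Nile Red retained in pooled yeast measured as flow cytometry median fluorescence; 0% = buffer negative control and 100% = Enniatin B positive control; higher means more Nile Red kept so more efflux inhibition; some compounds called inactive have numbers as strong as hits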
* marks the source's active call; other numbers are inactive results; . = no result given.

SMILES	procasp7 counter	GASC-1 inh	TPT1 inhibitor	PP1 inh	PP5 primary	CTSL1 counter	proCasp3 act	core dimer inh	Efflux pump mplx
COc1ccc(NCc2nc3ccccc3n2CCOc2ccccc2)cc1	-9	11	-1	3	3.4	-4	0	4	0.0
O=C(N=c1ccn(-c2nc3ccccc3nc2NS(=O)(=O)c2ccc(Cl)cc2)cc1)c1ccccc1Cl	3	-1	-11	-3	-0.3	0	-7	33	0.3
Fc1cccc(Cl)c1-c1nnc2ccc3ccccc3n12	-3	7	-4	-1	1.6	-1	3	2	0.0
O=C(NCCc1nc2ccccc2[nH]1)c1ccc(Cl)c([N+](=O)[O-])c1	0	-2	1	1	3.2	-4	2	-12	-0.1
CCOC(=O)c1ccc(NC(=O)c2c(NC(=O)CCC(=O)O)sc3c2CCCCC3)cc1	-18	0	3	0	2.8	1	-1	15	0.2
COC(=O)c1c(-c2ccc(F)cc2)noc1N	2	0	-6	0	1.6	0	7	-7	-0.1
O=C(N1CCOCC1)C1(c2ccc(Cl)cc2)CCCC1	4	-15	-1	-3	1.0	4	-3	-1	0.1
N#C/C(C(=O)NCc1ccccc1)=C1/N=C(NC(=O)c2cccs2)c2ccccc21	4	-5	5	-1	0.8	0	2	-12	-0.2
O=C(NCCc1ccccc1)C(=O)NCC1OCCN1S(=O)(=O)c1ccc(Br)cc1 (configuration not stated)	0	-8	0	0	-0.1	0	5	-1	0.6
Cc1ccc(/C=N/NC(=O)C2CCN(Cc3ccc(F)cc3Cl)CC2)o1	5	29	0	0	2.3	2	8	1	0.1
CN1CCN(Cc2c(O)c(Cl)cc3c(-c4ccccc4)cc(=O)oc23)CC1	4	2	0	-2	-1.4	4	1	3	0.0
CSc1n[nH]c(NCc2ccc(Cl)cc2)n1	2	-7	-1	5	-1.7	0	-9	0	0.0
CC1CCC(C(C)C)C(OC(=O)CSc2nccc(=O)[nH]2)C1 (configuration not stated)	3	2	0	-1	2.1	-2	8	1	-0.1
O=C(NC(=S)N1CCN(Cc2ccccc2)CC1)c1ccccc1	14	14	1	-2	1.1	1	-5	2	-0.2
CN(C)CCC(=O)c1ccc(Cl)cc1	-14	0	3	-4	2.9	5	-3	-1	-0.1
O=C(COC(=O)c1ccc[n+]([O-])c1)Nc1ccc(Cl)cc1[N+](=O)[O-]	1	.	.	2	2.8	.	1	.	0.0
CC(=O)Nc1ccc(C(=O)COC(=O)c2cc(C)oc2C)c(F)c1	-5	1	.	.	.	.	15	.	0.1
Cn1c(N)c(C(=O)c2ccc(Cl)cc2)c(=O)n(C)c1=O	-3	-2	1	-1	1.3	1	4	-4	0.1
C=CCOC(=O)C1=C[C@H](c2ccc(Br)cc2)C[C@H](OCc2ccc(CO)cc2)O1	-3	-3	1	8	4.1	-1	17	4	.
CCn1cc(C(=O)Nc2ccc(C)cc2C)c(=O)c2ccc(C)nc21	-2	7	1	1	-0.2	0	4	-4	-0.1
CCN(CC)C(=O)CC(c1ccc(OC)cc1)c1c(O)cc(OC)cc1OC (configuration not stated)	0	-2	-1	-7	-1.1	-1	5	11	-0.1
Cc1ccc(CC(=O)O/N=C(\N)c2ccccn2)cc1	2	-10	-2	-9	2.6	3	-2	3	-0.1
Cc1ccc(CN2CCSc3ccc(C(=O)N4CCOCC4)cc32)cc1	-3	2	-1	0	1.1	-2	-1	-6	0.1
O=C(CNC(=O)Cc1ccccc1)NCC(=O)OCC(=O)c1ccccc1Cl	6	88	-2	-1	-1.1	-10	7	-1	-0.2
C=CCC[C@@H](Cc1ccc(F)cc1)C(=O)OC[C@H](Cc1c[nH]c2ccccc12)NC(=O)[C@@H](CC=C)CC(=O)NCCO	5	1	.	.	.	.	2	.	0.0
CC(C)CN(CC(C)C)S(=O)(=O)N1CCC(C(=O)NCCN2CCOCC2)CC1	-3	-6	-1	-2	0.8	-2	-3	1	0.1
O=C(CSc1n[nH]c(=O)n1C1CC1)Nc1cc(Cl)ccc1Oc1ccccc1	1	1	0	0	1.6	0	-9	5	-0.1
COC(=O)CNC(=O)C12CC3(C)CC(C)(CC(C)(C3)C1)C2	2	5	-2	-1	-0.5	1	13	-1	0.0
CCOCCCNC(=O)CCS(=O)(=O)Cc1ccc(C)cc1	7	-5	-3	-1	-1.8	0	4	2	0.0
O=C(COC(=O)C12CC3CC(CC(C3)C1)C2)NCc1ccccc1	5	-1	.	.	.	.	-6	.	-0.1
CC(C)(C)c1ccc(SCCc2ccncc2)cc1	4	12	3	7	2.8	0	4	13	0.0
O=C(CNC(=O)c1ccc(OC(F)F)cc1)NCC1CCCO1 (configuration not stated)	6	-30	-3	-1	0.5	0	5	-2	-0.1
CCOc1cc(C(=O)N2CCN(c3ccc(C(C)=O)cc3)CC2)cc(OCC)c1OCC	8	4	4	-1	1.5	0	2	4	0.0
CC(C)(C)OC(=O)N/N=C/c1ccc(Br)cc1	-2	-7	-2	-1	1.7	-3	1	1	-0.1
COc1ccc(NC(=O)c2cc(OC)c(OC)cc2OC)c(S(=O)(=O)N2CCOCC2)c1	7	-17	-1	-10	-3.2	0	-10	4	0.2
COc1cccc(-c2ccc(SCC(=O)NC3CCCCC3)nn2)c1	3	5	-2	-2	3.1	-1	6	0	-1.3
Cc1ccc(S(=O)(=O)N2CCN(c3c([N+](=O)[O-])cc(C(F)(F)F)cc3[N+](=O)[O-])CC2)cc1	1	-8	-1	0	2.1	3	5	6	-0.1
Cc1ccc(S(=O)(=O)Nc2ccccc2C(N)=O)cc1	-1	-2	2	-7	1.2	-3	4	-1	0.0
C/C=C/C(=O)OCC(=O)Nc1c(Cl)cccc1Cl	1	9	-3	3	1.8	-7	-8	-2	-0.2
Cc1cccc(NC(=O)CNC(=O)C(NC(=O)Cc2ccccc2)C(C)C)c1C (configuration not stated)	-1	7	.	-2	-1.1	.	6	.	0.0

3 compounds from above with just proCasp3 act.
| Structure | proCasp3 act |
| --- | --- |
| Cc1ccc(S(=O)(=O)N2CCN(c3c([N+](=O)[O-])cc(C(F)(F)F)cc3[N+](=O)[O-])CC2)cc1 | 5 |
| Cc1ccc(S(=O)(=O)Nc2ccccc2C(N)=O)cc1 | 4 |
| C/C=C/C(=O)OCC(=O)Nc1c(Cl)cccc1Cl | -8 |

Gathered by group, those above containing a nitro group on carbon (three)
SMILES	procasp7 counter	GASC-1 inh	TPT1 inhibitor	PP1 inh	PP5 primary	CTSL1 counter	proCasp3 act	core dimer inh	Efflux pump mplx
O=C(NCCc1nc2ccccc2[nH]1)c1ccc(Cl)c([N+](=O)[O-])c1	0	-2	1	1	3.2	-4	2	-12	-0.1
O=C(COC(=O)c1ccc[n+]([O-])c1)Nc1ccc(Cl)cc1[N+](=O)[O-]	1	.	.	2	2.8	.	1	.	0.0
Cc1ccc(S(=O)(=O)N2CCN(c3c([N+](=O)[O-])cc(C(F)(F)F)cc3[N+](=O)[O-])CC2)cc1	1	-8	-1	0	2.1	3	5	6	-0.1

(cont.)
SMILES	procasp7 counter	GASC-1 inh	TPT1 inhibitor	PP1 inh	PP5 primary	CTSL1 counter	proCasp3 act	core dimer inh	Efflux pump mplx
CCN(CC)CCCNc1nc(CN2CCOCC2)nc2sc3c(c12)CCC3	8	-4	35*	-3	1.8	-2	3	-2	0.0
CCC1(c2ccccc2)NC(=O)N(CC(=O)Nc2cccc(S(=O)(=O)N3CCCC3)c2)C1=O (configuration not stated)	-6	.	.	-5	2.2	.	3	.	0.0
CCOC(=O)C1=C(C)NC2=C(C(=O)c3ccccc32)C1c1cccc2ccccc12 (configuration not stated)	2	5	3	3	0.2	2	7	2	0.1
N#Cc1c(N)nc2c(c1-c1ccco1)CCCCC2	-9	-6	-2	1	-0.8	15	-1	-1	-0.1
C=CCOc1ccc(C(=O)Nc2ncn[nH]2)cc1	6	-5	-1	6	2.0	-4	1	-6	0.0
O=S(=O)(NCc1ccccc1)NCc1ccccc1F	-5	-5	0	-3	-1.3	0	2	-3	0.0
CC(C)CNC(=O)c1cccc(NC(=O)CCc2ccccc2)c1	-4	6	0	-3	0.5	-4	-4	-3	0.0
CCC(=O)c1ccc(OCC(=O)Nc2nn3cnnc3s2)cc1	8	-2	2	-3	3.9	-4	-5	3	0.0
CCOC(=O)c1cc2[nH]c3ccccc3c2[n+](-c2ccc([N+](=O)[O-])cc2)c1C	2	5	1	3	0.0	4	-2	-7	-0.6
Cc1nc(SCC(=O)N2CCOCC2)c2c(=O)n(C)c(=O)n(C)c2n1	6	1	4	-3	-0.1	1	-1	-1	0.0
CC1(C)CC(=O)/C(=C(\O)c2ccccc2)C(=NCCc2ccccc2)C1	-4	-1	2	-3	-2.5	4	2	-5	0.6
CCn1cc(C(=O)Nc2ccccc2)c(=O)c2ccc(C)nc21	16	6	2	-3	1.3	5	-2	-3	0.2
Cc1cc(=O)oc2c(C)c(OC(C)C(=O)NCC3CCC(C(=O)O)CC3)ccc12 (configuration not stated)	12	-4	1	3	3.6	-3	7	1	0.0
c1ccc(Oc2ncnc3sccc23)cc1	-6	0	2	-1	0.3	0	1	2	0.1
COCCCNC(=S)NC(=O)c1ccc(C)cc1	-1	8	-3	-8	0.9	-4	8	2	0.8
